HTT aggregate: mutant huntingtin aggregation inhibition; Potency, µM (doses to about 46.1 µM), for the others: at the highest dose activity change, negative = inhibition, hits mostly inhibitors; AID 1688; 220,000 compounds, 1.1% hits; PC12 HttQ103-GFP aggregates, Acumen cytometry, 40 h; also: potency is read from the fitted curve at half-maximal effect; % is scaled to controls: 0 for no effect and ±100 for the full control effect; nearly all actives have a fitted effect of over 60% in size
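Aggregates are detected as GFP objects 1–25 µm with signal 6 STDEV over background in lysates of induced PC12 cells. These carry Huntingtin exon 1 with 103 glutamines fused to GFP under an ecdysone promoter; compounds titrated.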
Luc counter: counter-screen: inhibitors of Kinase-Glo firefly luciferase. Q27757. Kinase-Glo luciferase, ATP luminescence, 8 min. Potency, µM (doses to about 38.3 µM), for the others: top-dose activity change, negative = inhibition, most hits filed as inhibitors. 200,000 compounds, 0.28% hits; also: potency is read from the fitted curve at half-maximal effect; % is scaled to controls: 0 for no effect and ±100 for the full control effect; nearly all actives have a fitted effect of over 60% in size
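Kinase-Glo luciferase light output from ATP and luciferin was measured with 10 uM ATP, within the enzyme's linear range. Buffer: 50 mM imidazole pH 7.2, 50 mM KCl, 7 mM MgCl2, 0.01% Tween 20, 0.05% BSA; luminescence read after 8 min at ambient temperature.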
HTT cytoprotect: Huntington cell model cytoprotection by ATP luminescence; PC12 HTT-Q103 induced, cytoprotection, ATP luminescence, 40 h; Potency, µM (doses to about 56.4 µM), without a hit: cytoprotection (ATP increase), most hits filed as activators; 230,000 compounds, 0.14% hits; AID 1471;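 also: potency is read from the fitted curve at half-maximal effect; % of control where 0% means no effect; nearly all actives have a fitted effect of over 45% in size; toxic huntingtin expression switched on by the ecdysone agonist tebufenozide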
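Cells were plated at 1500 per well in phenol red-free DMEM with 5% equine and 5% calf serum. Tebufenozide (100 nM final) and compounds were added, then ATPlite reagent, and luminescence was read.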
CBFb RUNX1 block: CBF-beta/RUNX1 interaction disruption; Q01196+Q13951; 230,000 tested, under 10 active; AlphaScreen CBFb-His/RUNX1-biotin binding, biochemical; Potency, µM (titrated, usually from 59.8 µM), without a hit: at the top dose activity, negative = inhibition, usual class: inhibitors; also: % of control where 0% means no effect
Target sequence (Q01196 whole entry, looked up): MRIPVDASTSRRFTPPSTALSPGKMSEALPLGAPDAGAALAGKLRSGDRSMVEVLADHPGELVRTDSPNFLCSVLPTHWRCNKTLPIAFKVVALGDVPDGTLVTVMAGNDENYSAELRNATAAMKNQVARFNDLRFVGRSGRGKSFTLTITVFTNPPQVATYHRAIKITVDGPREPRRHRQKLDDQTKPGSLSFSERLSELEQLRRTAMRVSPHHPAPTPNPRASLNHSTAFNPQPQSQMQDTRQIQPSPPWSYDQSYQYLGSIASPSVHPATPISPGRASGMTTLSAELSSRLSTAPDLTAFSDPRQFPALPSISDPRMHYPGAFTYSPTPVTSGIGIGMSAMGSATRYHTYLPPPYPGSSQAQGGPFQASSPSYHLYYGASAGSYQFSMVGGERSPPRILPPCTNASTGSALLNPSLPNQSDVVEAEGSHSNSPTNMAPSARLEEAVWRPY
Target sequence (Q13951 whole entry, looked up): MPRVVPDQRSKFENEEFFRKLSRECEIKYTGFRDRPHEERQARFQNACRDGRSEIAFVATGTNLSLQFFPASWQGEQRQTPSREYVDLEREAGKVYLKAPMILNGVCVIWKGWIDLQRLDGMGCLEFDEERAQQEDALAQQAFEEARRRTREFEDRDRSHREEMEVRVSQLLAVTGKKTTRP
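Read-out: AlphaScreen. Format: His-CBF-beta with biotinylated RUNX1 (30 nM each) preincubated 20 min, compound 15 min, Ni-chelate plus streptavidin beads 90 min; room temperature throughout.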
SMN2 splice up: enhancers of SMN2 splice variant expression | HEK293 SMN2-luciferase splicing reporter, luminescence, 30-36 h | Potency, µM (highest dose often 46.1 µM), for the others: top-dose activity change, positive = activation, hits mostly activators | 210,000 compounds, 2.8% hits | AID 1458; also: potency is read from the fitted curve at half-maximal effect; % of control where 0% means no effect; nearly all actives have a fitted effect of over 55% in size
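qHTS luciferase splicing reporter: luminescence rises when SMN2 exon 7 is included in transfected HEK293 cells. Compound exposure lasted 30-36 h at 37C, with 4.5 mM final sodium butyrate as control, followed by a ONE-Glo read.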
IMPase Li cell: cell-permeable IMPase inhibitors with lithium potentiation. CHO-M1 cells, IP1 TR-FRET (IP-One), carbachol + lithium. Potency, µM (top dose mostly 59.4 µM), inactives show top-dose activity, negative = IMPase inhibition, actives largely listed as inhibitors. 210,000 compounds, 0.35% hits. AID 1457;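 also: IP1 builds up when IMPase is blocked and the TR-FRET signal falls; potency is read from the fitted curve at half-maximal effect; plate controls were basal vehicle for no effect and high inhibitor control for full effect; nearly all actives have a fitted effect of over 50% in size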
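Readout is a homogeneous TR-FRET IP1 immunoassay (Ex 320, Em 665 and 620), where raised cytosolic IP1 lowers signal. Cells were CHO-M1 treated 30 min at 37C with test compounds plus a little lithium; AC50 values came from Hill-equation fitting.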
Lamin A splicing: LMNA splicing modulation | HeLa LMNA splicing GFP/RFP minigene ratio, 48 h | Potency, µM (highest dose often 46.1 µM), for inactives: top-dose ratio change, negative = inhibition, most hits filed as inhibitors | 200,000 compounds, 0.01% hits; active = well fitted inhibition curve with a large enough effect in the signal ratio, with a control signal flat, not every such curve was filed as active; inconclusive = small, poorly fitted or top-dose-only effect, or effect the other way, or a change in a side signal; the % refers to the signal ratio; also: potency is read from the fitted curve at half-maximal effect; % is scaled to controls: 0 for no effect and ±100 for the full control effect
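S3 HeLa stable clones carrying a lamin A-EGFP splicing minigene plus DsRed2 were seeded at 600 cells/well in Opti-MEM with 2% FBS, pin-dosed and incubated 48 h at 37°C. Acumen cytometry (488 nm) gave the GFP/RFP total-intensity ratio.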
The depositor's hits bear a star; ? = inconclusive; nt = not tested or not shown; [ ] = dose if it differs, or a comment. Unless noted, calls follow the shape of the dose curve; as a rule, active = well fitted curve in the direction sought with a large enough effect; inconclusive = small, poorly fitted or top-dose-only effect, or another doubt; inactive = no such curve, though single readings can be large; an effect the other way counts as inactive or inconclusive. No enrichment for hits. About 4% of those tested had a hit in this group.

Every second line gives: HTT aggregate | Luc counter | HTT cytoprotect | CBFb RUNX1 block | SMN2 splice up | IMPase Li cell | Lamin A splicing
1. CC(=O)c1ccc(NC(=O)c2ccc3c(Cl)c4c(nc3c2)CCCC4)cc1
 : 25% | -1% | 21%[10 µM] | 7% | -43%[inhibitor] | 6% | -4%
2. CCc1cc(=O)oc2cc(C)cc(OC(=O)c3ccco3)c12
 : -32% | 4% | -22%[0.074 µM] | 6% | -11% | -14%[38.3 µM] | -16%
3. COc1ccc(C2CC(=O)C3=C(C2)Nc2ccccc2N(C(C)=O)C3c2ccco2)cc1 (configuration not stated)
 : -4%[9.22 µM] | 1% | 7% | -3% | -9% | -4%[38.3 µM] | -9%
4. O=C(CCn1c(=O)c2ccccc2n(Cc2ccccc2)c1=O)NCc1ccc2c(c1)OCO2
 : 20%[9.22 µM] | 1% | -2% | -1% | 3% | 22%[38.3 µM] | 19%
5. COc1ccccc1-c1ccc(Nc2cccc(C(F)(F)F)c2)nn1
 : 13% | 13% | -24%[10 µM] | 2% | -9% | 2% | -9%
6. CCCCCC(=O)NNC(=O)Nc1ccccc1
 : -10% | 1% | 22%[10 µM] | 2% | 12% | 7% | 1%
7. CCC1CCC2(CC1)SCC(=O)N2c1ccccc1 (configuration not stated)
 : 10%[9.22 µM] | nt | -13%[10 µM] | 0% | nt | nt | nt
8. CCOC(=O)c1c(C)[nH]c(C)c1C(=O)CSc1nc2ccccc2c(=O)n1-c1ccc(C)cc1
 : ? | 2% | 14%[1.9 µM] | -17% | -54%[inhibitor] | 6% | ?
9. COC(=O)c1cc2ccccc2c(-c2c(OC)c(C(=O)OC)cc3ccccc23)c1OC
 : 0% | -2% | -10% | -3% | -18% | 4%[38.3 µM] | 13%
10. C=CC[n+]1ccc2ccccc2c1C
 : -31% | -1% | ? | 14% | -3% | 15% | nt
11. NS(=O)(=O)c1ccc(CNC(=O)CCSCCC(=O)NCc2ccc(S(N)(=O)=O)cc2)cc1
 : 15%[9.22 µM] | -2% | -8%[10 µM] | 4% | nt | 4% | nt
12. C=CCC(C(=O)OC)(C(=O)OC)c1ccccc1[N+](=O)[O-]
 : 10% | 0% | -9%[10 µM] | -1% | -12% | 9% | 10%[46 µM]
13. Cn1c(C(=O)NCC2CCCO2)cc2c(=O)n(C)c3ccccc3c21 (configuration not stated)
 : ? | -1% | -22% | 10% | ? | 0%[38.3 µM] | -11%
14. Cc1ccc(NC2=C(Cl)C(=O)OC2OC(=O)c2ccco2)cc1C (configuration not stated)
 : ? | -1% | -14%[10 µM] | -3% | 11% | 22% | -14%
15. COc1ccc(/C(C)=N/OCC(=O)Nc2nc3ccccc3s2)cc1OC
 : ? | 1% | 13%[10 µM] | 2% | -8% | 36%[activator] | ?
16. CNCc1ccccc1Sc1cccc(O)c1
 : -3% | -5% | nt | -6% | ? | -8% | 6%
17. CC1CCN(CCCn2c(=S)[nH]c3c(sc4ccccc43)c2=O)CC1
 : -4% | 2% | -22%[10 µM] | 15% | 28% | -19% | -17%[46 µM]
18. CCN(CC)C(=O)c1cnn(-c2ccccc2)c1NC(=O)c1ccco1
 : 5% | -3% | 6%[10 µM] | -6% | -12% | 13%[38.3 µM] | 9%
19. CCCN=C(N)NCCC[C@H](N)C(=O)O
 : nt | 1% | ? | 11%[21.7 µM] | nt | 4% | nt
20. CN1C[C@H](C(=O)N[C@]2(C)O[C@@]3(O)[C@H]4CCCN4C(=O)[C@H](Cc4ccccc4)N3C2=O)C[C@H]2c3cccc4[nH]cc(c34)C[C@@H]21
 : nt | -3% | ? | -19%[21.7 µM] | nt | 26% | nt
21. O=C(NC1CCCCC1)C1CCCN1S(=O)(=O)c1cccc2nsnc12 (configuration not stated)
 : -1% | 1% | -30% | 1% | -22% | -13%[38.3 µM] | ?
22. CCCCN1Cc2c(nc3cc(-c4ccccc4)[nH]n3c2=O)C1=O
 : -5%[9.22 µM] | nt | -7%[10 µM] | 1% | nt | nt | ?
23. Cn1c(=O)c2c(nc(NCc3ccco3)n2Cc2ccccc2Cl)n(C)c1=O
 : -30% | 1% | -6% | 4% | -41%[inhibitor] | 37%[38.3 µM] | 1%
24. CCOC(=O)c1cnc(-n2cc(C)cn2)nc1Nc1ccccc1OC
 : -9% | 0% | -20% | 7% | ? | 20%[38.3 µM] | -2%
25. Cc1onc(-c2ccccc2)c1-c1csc(N/N=C/c2ccccc2Cl)n1
 : 9%[9.22 µM] | nt | 27%[10 µM] | 3% | nt | nt | nt
26. O=C(Cc1c(Cl)cccc1Cl)NCCc1ccc(Cl)cc1
 : -6% | -3% | 8%[10 µM] | -10% | 12% | -6% | -3%
27. Cc1ccc(CCN2C(=O)CCC2(C)C(=O)NCc2cccnc2)cc1 (configuration not stated)
 : 9% | -1% | -6% | 2% | -10% | -2%[38.3 µM] | 3%
28. CCOC(=O)C1CCN(CC(=O)NC(=O)NC2CCCCC2)CC1
 : -8% | 0% | 10% | -2% | -29% | -7% | nt
29. CCOc1ccc(C(=O)NC2CC3CCCC(C2)N3CC(C)C)cc1 (configuration not stated)
 : -4% | -1% | 16%[10 µM] | 10% | 7% | 17% | ?
30. CCOc1ccccc1N=CC1=C(O)CC(c2ccccc2)CC1=O (configuration not stated)
 : ? | -3% | -94%[inhibitor] | 8% | 1% | 11% | -9%[46 µM]
31. Cc1cnc(CN2CCCC(C(=O)c3ccc4c5c(cccc35)CC4)C2)[nH]1 (configuration not stated)
 : -1%[9.22 µM] | 1% | 4%[10 µM] | 1% | -30% | 25% | nt
32. O=C(C1=C(O)C(=O)N(Cc2cccnc2)C1c1ccccn1)c1cccs1 (configuration not stated)
 : 10% | -1% | 13%[10 µM] | 3% | 2% | -14% | ?
33. COc1ccccc1NC(=O)c1c(N=Cc2c(O)ccc3ccccc23)cnn1C
 : -6%[9.22 µM] | nt | -22%[10 µM] | -7% | nt | nt | nt
34. CCOc1ncccc1C(=O)Nc1ncc(C)s1
 : -10% | 1% | -13% | 3% | 0% | 3% | 12%[46 µM]
35. COc1ccc(N(CC2CO2)S(=O)(=O)c2ccccc2)cc1 (configuration not stated)
 : 7%[9.22 µM] | -2% | 15%[10 µM] | 12% | nt | 4% | ?
36. CCCOc1ccc(CC(CC(=O)O)(C(=O)O)C(=O)O)cc1
 : -5% | 5% | -6% | 6% | -16% | -12%[38.3 µM] | ?
37. O=S(=O)(N/N=C/c1ccc(OC2CSC2)cc1)c1ccccc1
 : -1% | 5% | 2%[10 µM] | -6% | 18% | -4% | -19%
38. CN(C)c1ccnc(Oc2ccc(F)cc2)c1C#N
 : -9% | -3% | -15% | 4% | -34%[inhibitor] | 3%[38.3 µM] | -17%
39. COc1ccccc1CN1C2CCCC1CC(NC(=O)/C=C/c1ccccc1)C2 (configuration not stated)
 : 0%[9.22 µM] | -3% | 13%[10 µM] | 0% | nt | 4% | nt
40. COc1ccc(OCCC(=O)OCc2c(C)noc2C)cc1
 : 5% | -5% | 5% | 2% | -6% | 30%[38.3 µM] | 2%
41. CCC1Oc2ccccc2N(CC(=O)NCCCN2CCCCC2CC)C1=O (configuration not stated)
 : -7% | 0% | -2% | 8% | ? | 33%[activator][38.3 µM] | 4%
42. CCn1cc(C(=O)N2CCc3ccccc32)c(=O)c2cc(S(=O)(=O)N3CCCC3)ccc21
 : ? | 3% | nt | 6% | -12% | 4% | -10%
43. O=C(O)Cc1ccc(C(=O)c2ccc(Cl)cc2)s1
 : 7% | -2% | -22% | 2% | -4% | 6%[38.3 µM] | 1%
44. O=C(NNS(=O)(=O)c1ccc(F)cc1F)c1csc(-c2cccnc2)n1
 : 6%[9.22 µM] | nt | -20%[10 µM] | 8% | nt | nt | nt
45. CC(C)CCOc1ccc(C(=O)O)cc1
 : -3% | -3% | 15% | 5% | nt | 21%[38.3 µM] | 17%
46. CCc1cccc2c(C(=S)N3CCCC3)c[nH]c12
 : -2%[9.22 µM] | 0% | -6%[10 µM] | 0% | 3% | 4% | nt
47. CCOC(=O)Cc1csc(NS(=O)(=O)c2ccccc2)n1
 : 23% | 3% | -28% | 3% | 8% | -6%[38.3 µM] | 9%
48. Cc1cc(C)nc(N2CCCC(C(=O)Nc3ccc4c(c3)OCO4)C2)n1 (configuration not stated)
 : -8% | -1% | 1% | 1% | 16% | 21%[38.3 µM] | -9%
49. Cc1ccc(-c2cc(Cc3ccccc3)c(=O)[nH]n2)cc1
 : 26%[9.22 µM] | nt | 21%[10 µM] | 2% | nt | nt | nt
50. O=C(CNC(c1ccccc1)c1ccccc1)Nc1ccccc1-c1ccccc1
 : -10% | 2% | 10%[10 µM] | 10% | -15% | 31%[activator] | ?
51. CCCCC1(CCCC)NC(=S)N(Nc2ccc(C)cc2)C1=O
 : -12% | -10% | -11% | -6% | 8% | -6%[38.3 µM] | -4%
52. COC(=O)[C@@H]1CCCN1C(=O)CCc1nnc(CCC2CCCCC2)o1
 : 7%[9.22 µM] | -4% | 20%[10 µM] | 10% | ? | 4% | ?
53. COc1nc(-c2ccccc2)ccc1-c1noc(-c2ccc(F)cc2)n1
 : -4% | -2% | -5%[0.074 µM] | 0% | 12% | 8.9µM* | 2%
54. CCn1c(-c2ccccc2O)n[nH]c1=S
 : -4% | -7% | -10% | 17% | -10% | -25%[38.3 µM] | 7%

Given screen by screen: entries from further up.
49. Cc1ccc(-c2cc(Cc3ccccc3)c(=O)[nH]n2)cc1
50. O=C(CNC(c1ccccc1)c1ccccc1)Nc1ccccc1-c1ccccc1
51. CCCCC1(CCCC)NC(=S)N(Nc2ccc(C)cc2)C1=O
52. COC(=O)[C@@H]1CCCN1C(=O)CCc1nnc(CCC2CCCCC2)o1
53. COc1nc(-c2ccccc2)ccc1-c1noc(-c2ccc(F)cc2)n1
54. CCn1c(-c2ccccc2O)n[nH]c1=S
assay / entry	49	50	51	52	53	54
HTT aggregate	26%[9.22 µM]	-10%	-12%	7%[9.22 µM]	-4%	-4%
Luc counter	nt	2%	-10%	-4%	-2%	-7%
HTT cytoprotect	21%[10 µM]	10%[10 µM]	-11%	20%[10 µM]	-5%[0.074 µM]	-10%
CBFb RUNX1 block	2%	10%	-6%	10%	0%	17%
SMN2 splice up	nt	-15%	8%	?	12%	-10%
IMPase Li cell	nt	31%[activator]	-6%[38.3 µM]	4%	8.9µM*	-25%[38.3 µM]
Lamin A splicing	nt	?	-4%	?	2%	7%

Screens from PubChem BioAssay.
